# BoNT-F LC inh – inhibitors of Botulinum neurotoxin F light chain protease; Multiplex microsphere protease cleavage assay, flow cytometry; inhibition, % at 10 µM; 0.22% of 360,000 active; in the data active = inhibition above about 35%, passing the limit was not always enough; inconclusive = no clear call, values can overlap the other calls; also: plate controls were buffer without enzyme for full effect and enzyme alone for no effect
# DUSP3 inh – DUSP3 (human) phosphatase inhibition. AID 1654. recombinant VHR phosphatase, pNPP absorbance. inhibition, % at 13.3 µM. 0.52% of 290,000 active. P51452; in the data active = inhibition above about 50%; also: some compounds called inactive have numbers as strong as hits
# Target sequence (P51452 whole entry, looked up): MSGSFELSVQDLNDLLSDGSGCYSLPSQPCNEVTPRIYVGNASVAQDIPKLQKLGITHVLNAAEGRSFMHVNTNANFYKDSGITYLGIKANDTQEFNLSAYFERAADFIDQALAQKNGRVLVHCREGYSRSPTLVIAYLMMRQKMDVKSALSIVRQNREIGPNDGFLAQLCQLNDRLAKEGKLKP
# FadD28 FP inh – blocks FadD28 binding to the bisubstrate probe; 0.22% of 360,000 active; AID 588549; inhibition, % at 12.5 µM; fluorescence polarization; in the data active = inhibition above about 8.5%, passing the limit was not always enough; inconclusive = no clear call, values can overlap the other calls
# MazEF act – increases E. coli MazEF RNase cleavage of RNA; 0.32% of 350,000 active; FAM/BHQ RNA-DNA oligo cleavage fluorescence, 5 h; activation, % at 20 µM; in the data active = activation above about 50%
# Rv3671c protease – Rv3671c (M. tuberculosis) protease inhibition | inhibition, % at 5.96 µM | P9WHR9 | 0.048% of 320,000 active; in the data active = inhibition above about 38%;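 also: extracellular domain of Rv3671c used as enzyme; 0% = enzyme with DMSO and 100% = no enzyme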
# Target sequence (P9WHR9 whole entry, looked up, the tested form may be a part): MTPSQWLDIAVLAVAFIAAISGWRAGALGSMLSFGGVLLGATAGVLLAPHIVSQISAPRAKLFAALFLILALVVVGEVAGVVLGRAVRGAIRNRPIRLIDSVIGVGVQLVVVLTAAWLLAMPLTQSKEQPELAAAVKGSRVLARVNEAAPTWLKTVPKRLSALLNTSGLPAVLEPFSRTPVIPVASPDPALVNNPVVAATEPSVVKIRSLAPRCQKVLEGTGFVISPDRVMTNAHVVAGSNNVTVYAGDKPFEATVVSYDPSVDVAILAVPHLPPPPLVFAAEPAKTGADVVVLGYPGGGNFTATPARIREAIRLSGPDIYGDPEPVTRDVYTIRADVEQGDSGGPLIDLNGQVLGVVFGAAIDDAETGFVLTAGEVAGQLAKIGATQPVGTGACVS
# GDH-TPI inh – counter-screen for M. tuberculosis FBA inhibitors: GDH-TPI coupled enzymes; GDH-TPI coupled enzyme counterscreen, NADH absorbance; inhibition, % at 4.8 µM; AID 588335; 1.2% of 360,000 active;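 also: 0% = DMSO wells and 100% = wells lacking the enzyme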
# BioA inh – blocks M. tuberculosis BioA enzyme activity | inhibition, % at 9.99 µM | 0.096% of 360,000 active | purified M. tuberculosis BioA enzyme, plate reader; in the data active = inhibition above about 40%; inconclusive = no clear call, values can overlap the other calls
# Mtb FBA inh – inhibitors of M. tuberculosis fructose-bisphosphate aldolase. 2.3% of 360,000 active. purified M. tuberculosis FBA, fluorescence read-out. AID 588726. inhibition, % at 1 µM. P9WQA3; in the data active = inhibition above about 27%;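 also: 0% = vehicle and 100% = reference inhibitor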
# Target sequence (P9WQA3 whole entry, looked up): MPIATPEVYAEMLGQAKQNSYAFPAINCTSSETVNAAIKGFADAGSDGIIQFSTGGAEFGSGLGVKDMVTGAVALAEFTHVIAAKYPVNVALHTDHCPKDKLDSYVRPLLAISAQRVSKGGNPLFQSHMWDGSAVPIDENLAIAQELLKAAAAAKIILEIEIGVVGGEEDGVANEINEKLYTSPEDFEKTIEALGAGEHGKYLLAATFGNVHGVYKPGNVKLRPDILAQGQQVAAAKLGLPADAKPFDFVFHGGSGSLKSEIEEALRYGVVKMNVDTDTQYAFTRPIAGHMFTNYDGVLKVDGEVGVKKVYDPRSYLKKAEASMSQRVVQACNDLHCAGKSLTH
# UGM FP inh – inhibitors of M. tuberculosis UDP-galactopyranose mutase | inhibition, % at 10 µM | P9WIQ1 | purified UGM, fluorescence polarization probe displacement | AID 504406 | 0.06% of 320,000 active; in the data active = inhibition above about 10%, passing the limit was not always enough; inconclusive = no clear call, values can overlap the other calls
# CCHFV vOTU inh – blocks the CCHF virus ovarian tumor domain protease | CCHFV vOTU protease, Pep-AMC fluorescence | 0.55% of 370,000 active | AID 651958 | inhibition, % at 11.5 µM; also: 0% = vehicle wells with enzyme and 100% = no enzyme wells
# Starred values were filed as active, the others as inactive; ? = inconclusive; nt = no result given; & = joins results of further samples. Rule as the data show it, unless noted: active = inhibition above about 30%; inactive = the rest.
# Each structure is followed by: BoNT-F LC inh, DUSP3 inh, FadD28 FP inh, MazEF act, Rv3671c protease, GDH-TPI inh, BioA inh, Mtb FBA inh, UGM FP inh, CCHFV vOTU inh
1. O=C(O)C(Cc1c[nH]c2ccccc12)NS(=O)(=O)c1cccc2nsnc12 (stereo not drawn)
 : -6, -18, -0.4, 5, -17, 2, nt, 2, 0.4, 22
2. CCCc1cc(=O)[nH]c(N2CCN(Cc3ccc4c(c3)OCO4)CC2)n1
 : 12, 20, nt, -9, nt, 10, -0.4, -2, -2.0, 0
3. CCOC(=O)C1C(=O)C=C(c2ccc(NS(C)(=O)=O)cc2)CC1c1ccco1 (stereo not drawn)
 : 1, -12, -0.4, 7, 1, 33*, 0.5, 10, 2.7, -8
4. COC(=O)C(NNc1ccccc1)(NC(=O)c1cccc(F)c1)C(F)(F)F (stereo not drawn)
 : 7, -10, -4.4, 2, -8, 6, 0.6, -1, -0.8, -1
5. Cc1c(S(=O)(=O)c2ccccn2)c(N)n(Cc2cccc(Cl)c2)c1C
 : ?, 12, -2.4, -2, nt, 3, -1.6, 5, nt, 6
6. CCCCn1c(=O)c(-[n+]2ccccc2)c([O-])c2ccccc21
 : ?, 23, -0.2, 0, 3, 5, 0.8, 2, 3.0, -3
7. C=CCNC(=S)/N=c1/scc(C)n1C
 : -6, 29, -0.8, 1, -1, 12, nt, -3, -2.5, 7
8. Nc1nc2c(nc(SCc3ccccc3Br)n2C2OC(CO)C(O)C2O)c(=O)[nH]1 (stereo not drawn)
 : 0, 1, -5.1, 9, -5, -9, 0.4, -10, 1.0, -4
9. Fc1ccc(N/N=C2/CCSc3sccc32)c(F)c1
 : ?, 27, -2.3, -9, -2, 13, -1.0, 6, -2.4, -9
10. CCC(Sc1ncccc1Nc1ccccn1)C(=O)O (stereo not drawn)
 : 0, nt, -2.3, -3, -2, 9, -2.6, -2, 0.4, -7
11. CN(C)c1nc(N/N=C\c2ccc(Cl)c([N+](=O)[O-])c2)nc(Nc2ccc(F)cc2)n1
 : -3, nt, 0.9, -7, -83, 23, -0.9, -3, 1.0, -9
12. COc1cc(C(=O)NC2CCN(Cc3nnnn3Cc3ccc(F)cc3)CC2)cc(OC)c1OC
 : 1, -13, -1.4, 10, -11, -2, 0.8, -2, 0.5, -12
13. Cc1ccc(Sc2cnc(N)nc2C)cc1
 : 4, 14, -1.7, 2, 12, 2, nt, 2, 0.6, 1
14. COc1ccc(OC)c(-c2nc(C(=O)NCCCN3CCOCC3)cc3c2[nH]c2ccccc23)c1
 : -17, 16, -2.9, -3, -3, 15, 1.2, 6, 3.1, 5
15. O=C(Nc1ccc2nc3n(c(=O)c2c1)CCCC3)c1cccnc1Cl
 : 3, nt, -2.9, 3, -2, -3, 24, 1, 0.1, 3
16. O=C(CSc1ccccn1)Nc1ccc(NC(=O)CSc2ccccn2)cc1
 : -2, 49, -1.2, -4, -6, 3, nt, 0, 0.2, -4
17. CCCc1cc(C(=O)Cc2ccccn2)c(O)cc1O
 : 2, 13, -2.5, 1, 7, 22, -1.0, 2, 3.0, 12
18. CCCCOC(=O)C1=C(N)OC2=C(C(=O)CC(C)(C)C2)[C@]12C(=O)N(C)c1ccccc12
 : -8, 20, -0.3, -2, -2, 7, -1.2, -1, -3.5, 5
19. O=C(Nc1ccc(Cl)cc1)Nc1nnc(CSCc2ccccc2Cl)s1
 : 3, 28, -3.6, -36, -4, 0, nt, 2, 1.7, 5
20. O=c1c2cccnc2n(-c2ccccc2)n1Cc1c(Cl)cccc1Cl
 : -10, 27, -0.6, 4, -9, 0, nt, 0, 3.0, -2
21. CCOC(=O)c1c(C)[nH]c(-c2csc(N)n2)c1C
 : -19, 5, -0.3, 16, nt, -2, nt, -1, nt, 1
22. COc1cccc(/C=C/C(=O)OCC(=O)Nc2ccc(Cl)cn2)c1
 : -6, -8, -2.6, nt, -18, -1, nt, 18, 1.1, nt
23. Cc1ccc2nc(N(CCCN(C)C)C(=O)c3sc4ccccc4c3Cl)sc2c1
 : -19, 16, -7.8, 14, 6, -2, 2.9, 3, 1.0, 1
24. CC(=O)c1cccc(NC(=O)CN(c2ccc(C)cc2)S(=O)(=O)c2cccc3nonc23)c1
 : -16, 26, -5.9, 2, -8, 7, -3.9, -1, 2.4, 24
25. CSc1cccc(NC(=O)Cc2ccccc2[N+](=O)[O-])c1
 : -7, -3, 4.3, 10, 5, 1, nt, 2, -3.1, 9
26. O=C(CNCCc1ccccc1)N1CCc2ccccc2C1
 : -6, 19, -3.4, 7, -5, -5, -0.2, 0, 0.7, -6
27. CCOC(=O)c1c(NC(=O)CN(CC)CC)sc2c1CCC2
 : 6, 33, -4.7, -12, -5, 3, 1.1, -6, -0.7, 16
28. COCCNC(=S)Nc1ccc(N2CCCCC2)cc1
 : -8, 24, 1.0, 6, 4, 0, -0.5, -1, -2.8, -13
29. O=C(NN1CCOCC1)c1ccc(Cl)c(Cl)c1
 : 0, -7, -1.8, -3, 0, -13, -1.2, 2, -1.0, 2
30. COc1ccc(-n2cccc2/C=C2\C(=N)N3N=C(C(C)C)SC3=NC2=O)cc1
 : 1, 9, -4.8, -2, -12, 12, nt, -2, 0.5, 14

# Given as tab-separated lines: 12 of the compounds above
no.	mol	BoNT-F LC inh	DUSP3 inh	FadD28 FP inh	MazEF act	Rv3671c protease	GDH-TPI inh	BioA inh	Mtb FBA inh	UGM FP inh	CCHFV vOTU inh
10	CCC(Sc1ncccc1Nc1ccccn1)C(=O)O (stereo not drawn)	0	nt	-2.3	-3	-2	9	-2.6	-2	0.4	-7
11	CN(C)c1nc(N/N=C\c2ccc(Cl)c([N+](=O)[O-])c2)nc(Nc2ccc(F)cc2)n1	-3	nt	0.9	-7	-83	23	-0.9	-3	1.0	-9
12	COc1cc(C(=O)NC2CCN(Cc3nnnn3Cc3ccc(F)cc3)CC2)cc(OC)c1OC	1	-13	-1.4	10	-11	-2	0.8	-2	0.5	-12
13	Cc1ccc(Sc2cnc(N)nc2C)cc1	4	14	-1.7	2	12	2	nt	2	0.6	1
14	COc1ccc(OC)c(-c2nc(C(=O)NCCCN3CCOCC3)cc3c2[nH]c2ccccc23)c1	-17	16	-2.9	-3	-3	15	1.2	6	3.1	5
15	O=C(Nc1ccc2nc3n(c(=O)c2c1)CCCC3)c1cccnc1Cl	3	nt	-2.9	3	-2	-3	24	1	0.1	3
16	O=C(CSc1ccccn1)Nc1ccc(NC(=O)CSc2ccccn2)cc1	-2	49	-1.2	-4	-6	3	nt	0	0.2	-4
17	CCCc1cc(C(=O)Cc2ccccn2)c(O)cc1O	2	13	-2.5	1	7	22	-1.0	2	3.0	12
18	CCCCOC(=O)C1=C(N)OC2=C(C(=O)CC(C)(C)C2)[C@]12C(=O)N(C)c1ccccc12	-8	20	-0.3	-2	-2	7	-1.2	-1	-3.5	5
19	O=C(Nc1ccc(Cl)cc1)Nc1nnc(CSCc2ccccc2Cl)s1	3	28	-3.6	-36	-4	0	nt	2	1.7	5
20	O=c1c2cccnc2n(-c2ccccc2)n1Cc1c(Cl)cccc1Cl	-10	27	-0.6	4	-9	0	nt	0	3.0	-2
21	CCOC(=O)c1c(C)[nH]c(-c2csc(N)n2)c1C	-19	5	-0.3	16	nt	-2	nt	-1	nt	1

# The list goes on:
# Each structure is followed by: BoNT-F LC inh, DUSP3 inh, FadD28 FP inh, MazEF act, Rv3671c protease, GDH-TPI inh, BioA inh, Mtb FBA inh, UGM FP inh, CCHFV vOTU inh
31. C[C@@H]1CN([C@H](C)CO)C(=O)c2cccc(NC(=O)Nc3ccc(C(F)(F)F)cc3)c2O[C@H]1CN(C)S(=O)(=O)c1cccs1
 : -5, nt, -11, 7, -73, 0, -0.1&-0.4, 5, -2.1, -3
32. COc1ccc(C2Cc3ccccc3C(=O)O2)cc1 (stereo not drawn)
 : -3, 9, -3.1, 1, 6, 0, 1.5, 0, 1.6, -21
33. COc1ccccc1/C=C/C(=O)NCC(=O)N/N=C/c1cc(Br)ccc1OC
 : 8, 6, -4.3, 7, -3, 7, nt, 1, -2.9, 14
34. Cc1cccc(OCC(=O)NNC(=O)c2ccccc2OCc2c(C)noc2C)c1
 : -1, nt, 0.3, 1, -1, 4, -1.3, 0, 0.1, -11
35. O=c1c2ccccc2nc(SCc2cn3ccsc3n2)n1-c1ccccc1F
 : 0, -11, -15, 4, -17, -2, 3.8, 0, -0.7, -5
36. COCCN(C(=O)COC(=O)C12CC3CC(CC(Cl)(C3)C1)C2)c1c(N)n(Cc2ccccc2)c(=O)[nH]c1=O
 : 4, nt, -4.0, 4, 0, -8, -1.6, 4, -1.2, 1
37. CC(C)c1ccc(N(C(=O)c2csnn2)C(C(=O)NC(C)(C)C)c2ccncc2)cc1 (stereo not drawn)
 : -10, 3, -2.2, -3, 5, -2, 1.3, -3, -1.3, 16
38. CCCn1c(C)cc(/C=C(\C#N)C(=O)OCC(=O)NC(=O)NC(C)(C)C)c1C
 : -10, -15, -0.6, 6, -6, 14, nt, -1, -1.2, 18
39. COC(=O)c1c(NC(=O)COc2ccc(Cl)cc2)sc2c1CC(C)(C)NC2(C)C
 : -12, 11, 0.1, -16, -6, -1, 7.4, 1, 2.3, -4
40. CCCCOCCCNC(=O)c1ccc(OCC)cc1
 : -9, -23, -3.3, 7, -4, -3, 4.4, 0, -0.1, -2
41. COc1cc(C(=O)NCc2ccccn2)ccc1OCc1c(C)noc1C
 : -6, 39, -3.8, 2, 7, 0, nt, 1, 1.4, 7
42. CC(C)=NOCC(=O)Nn1c(COc2ccccc2)nc2ccccc2c1=O
 : ?, 13, -0.1, 9, -4, 15, -2.6, 2, 0.2, 2
43. CCOc1ccc2ccccc2c1/C=N/NC(=O)CC1(C)OCCCO1
 : 1, -5, -2.6, -8, 6, 6, nt, 0, -0.8, 0
44. CN1CCCN(c2ncnc3scc(-c4ccc(F)cc4)c23)CC1
 : -3, 22, -0.1, 7, -8, -1, nt, -4, -0.1, -5
45. COc1ccc(NC(=O)CC2C(=O)N(c3ccccc3)C(=O)N2Cc2ccco2)cc1 (stereo not drawn)
 : -3, -1, -1.7, 10, 3, 6, nt, 0, -0.8, 5
46. COc1cc2c[n+](C)c3c4ccccc4ccc3c2cc1OC
 : -5, nt, -3.1, 3, nt, 20, nt, 120*, nt, -94
47. NC(=O)C(CC(=O)O)NC(=O)[C@@H]1CCCNc2c(I)cc([N+](=O)[O-])cc2C(=O)N[C@@H](CO)C(=O)N[C@@H](Cc2ccc(O)cc2)C(=O)N1 (stereo partly drawn)
 : -2, 12, -0.9, -2, -8, 13, 0.8, -2, 2.7, nt
48. CN(C)c1nc(N(C)C)nc(N(C#N)Cc2ccc(Cl)cc2)n1
 : -10, 95, -0.2, 0, -4, -4, -0.3, 4, 4.3, -17
49. CCCc1cc(=O)[nH]c(SCC(=O)N2CCC(C)CC2)n1
 : -6, 11, -1.5, 3, -4, -3, 0.4, -5, 1.7, nt
50. O=C(NC1CC(=O)N(c2ccc(Cl)cc2)C1)C1CC1 (stereo not drawn)
 : 11, nt, -4.3, -3, -3, -12, nt, 2, -0.4, -1
51. COc1ccc2oc(C(=O)OCC(=O)N(C)CC(=O)Nc3ccc(C)cc3)c(C)c2c1
 : -7, nt, -3.3, 10, -14, 6, -1.2, 17, 4.0, 8

# Bioassay records from PubChem BioAssay.
